# GLS inh = blocks human kidney-isoform glutaminase activity. GLS enzymatic activity, qHTS titration. Potency, µM (doses to about 45.5 µM), for inactives: at the highest dose activity change, negative = inhibition, most hits filed as inhibitors. O94925. actives 0.21% (n = 410,000); note: potency is the fitted concentration of half-maximal effect; % is set by controls: 0 for no effect and ±100 for the full control effect
#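 hKGA; 45 mM KH2PO4 pH 8.2 + 0.02% Tween-20; cpd via pin tool; 1 mM Gln soln; GluOx/HRP/Amplex Red; RT 30 min; fluor. t0 & final.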
# G9a inh = inhibitors of human histone lysine methyltransferase G9a; G9a H3K9 monomethylation, AlphaScreen, 2 h; Potency, µM (series often up to 102 µM), for inactives: top-dose activity, negative = inhibition, hits mostly inhibitors; actives 8.8% (n = 350,000); AID 504332; note: potency is the fitted concentration of half-maximal effect; % is set by controls: 0 for no effect and ±100 for the full control effect; nearly all actives have a fitted effect of over 75% in size
#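 Chemiluminescent proximity detection of H3K9 monomethylation, read after 10 min bead incubation in the dark. Reaction: 20 nM G9a, 500 nM biotin-H3K9 peptide, 20 uM SAM cofactor, 2 h, room temperature, following 15 min enzyme-compound preincubation.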
# BAZ2B inh = inhibitors of human BAZ2B bromodomain | Q9UIF8 | AlphaScreen BAZ2B-H3K14Ac peptide displacement | Potency, µM (top dose mostly 114 µM), for the others: top-dose activity change, negative = inhibition, usual class: inhibitors | actives 4.4% (n = 360,000); note: potency is the fitted concentration of half-maximal effect; % is set by controls: 0 for no effect and ±100 for the full control effect; nearly all actives have a fitted effect of over 60% in size
# Target sequence (Q9UIF8 whole entry, looked up): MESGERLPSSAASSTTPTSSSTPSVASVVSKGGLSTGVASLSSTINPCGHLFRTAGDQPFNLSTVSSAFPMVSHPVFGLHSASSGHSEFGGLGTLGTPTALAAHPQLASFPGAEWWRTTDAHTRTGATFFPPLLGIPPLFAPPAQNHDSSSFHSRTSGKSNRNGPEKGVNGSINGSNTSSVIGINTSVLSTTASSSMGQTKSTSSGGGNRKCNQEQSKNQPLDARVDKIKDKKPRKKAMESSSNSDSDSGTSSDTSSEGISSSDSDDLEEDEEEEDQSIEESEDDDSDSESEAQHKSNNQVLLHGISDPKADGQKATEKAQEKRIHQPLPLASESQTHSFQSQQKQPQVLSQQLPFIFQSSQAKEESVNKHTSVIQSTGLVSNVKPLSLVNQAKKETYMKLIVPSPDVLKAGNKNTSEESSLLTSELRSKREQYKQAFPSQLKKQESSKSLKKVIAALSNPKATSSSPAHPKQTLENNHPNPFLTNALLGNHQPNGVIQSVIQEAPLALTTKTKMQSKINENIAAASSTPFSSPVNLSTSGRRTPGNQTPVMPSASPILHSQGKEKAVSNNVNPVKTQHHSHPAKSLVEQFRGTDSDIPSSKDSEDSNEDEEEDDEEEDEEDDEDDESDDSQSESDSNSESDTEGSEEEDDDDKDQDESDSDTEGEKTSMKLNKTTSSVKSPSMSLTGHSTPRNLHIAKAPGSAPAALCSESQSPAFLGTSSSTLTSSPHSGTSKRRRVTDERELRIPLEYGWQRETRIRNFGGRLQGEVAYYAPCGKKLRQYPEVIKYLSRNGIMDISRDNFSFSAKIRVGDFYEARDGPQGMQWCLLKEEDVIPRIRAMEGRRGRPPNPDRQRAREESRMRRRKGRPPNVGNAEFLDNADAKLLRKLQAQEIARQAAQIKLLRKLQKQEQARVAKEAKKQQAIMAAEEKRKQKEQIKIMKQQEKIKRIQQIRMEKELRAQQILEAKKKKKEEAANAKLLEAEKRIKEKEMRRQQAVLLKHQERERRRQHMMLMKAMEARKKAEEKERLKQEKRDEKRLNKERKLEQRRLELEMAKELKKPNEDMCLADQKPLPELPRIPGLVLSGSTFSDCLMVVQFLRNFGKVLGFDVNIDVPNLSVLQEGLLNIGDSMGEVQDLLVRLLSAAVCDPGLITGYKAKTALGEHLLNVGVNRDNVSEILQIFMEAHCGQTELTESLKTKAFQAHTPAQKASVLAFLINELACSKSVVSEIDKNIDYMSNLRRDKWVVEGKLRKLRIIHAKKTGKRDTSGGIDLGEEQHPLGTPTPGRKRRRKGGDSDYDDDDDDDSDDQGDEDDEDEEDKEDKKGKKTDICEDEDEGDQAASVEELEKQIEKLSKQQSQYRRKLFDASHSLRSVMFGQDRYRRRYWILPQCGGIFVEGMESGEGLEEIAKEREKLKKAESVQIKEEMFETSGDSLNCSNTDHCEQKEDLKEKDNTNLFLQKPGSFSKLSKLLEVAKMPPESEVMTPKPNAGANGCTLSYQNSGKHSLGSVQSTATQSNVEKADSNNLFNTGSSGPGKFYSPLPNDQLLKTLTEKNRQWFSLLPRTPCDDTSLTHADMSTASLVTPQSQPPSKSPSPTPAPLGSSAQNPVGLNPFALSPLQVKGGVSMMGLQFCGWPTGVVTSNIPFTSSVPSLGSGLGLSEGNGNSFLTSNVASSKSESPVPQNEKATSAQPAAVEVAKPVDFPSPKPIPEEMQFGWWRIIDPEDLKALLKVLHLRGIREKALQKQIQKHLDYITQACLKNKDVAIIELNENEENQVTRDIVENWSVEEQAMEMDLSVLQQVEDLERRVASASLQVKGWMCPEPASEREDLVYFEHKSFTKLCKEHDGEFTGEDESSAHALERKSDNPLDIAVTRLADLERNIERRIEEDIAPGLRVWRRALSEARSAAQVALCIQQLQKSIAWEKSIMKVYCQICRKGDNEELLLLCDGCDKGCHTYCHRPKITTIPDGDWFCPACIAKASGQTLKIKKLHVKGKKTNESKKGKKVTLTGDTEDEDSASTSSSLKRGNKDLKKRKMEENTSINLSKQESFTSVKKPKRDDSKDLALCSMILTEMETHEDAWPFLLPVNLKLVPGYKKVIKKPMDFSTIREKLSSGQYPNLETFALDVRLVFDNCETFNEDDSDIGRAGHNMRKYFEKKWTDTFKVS
#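 In this displacement format the biotinylated H3(5-23) peptide acetylated at Lys14 serves as ligand at 50 nM, with BAZ2B at 50 nM in PBS pH 7.4 containing 0.01% Tween-20. Donor and acceptor beads are 10 ug/mL final.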
# Pin1 inhibitor = inhibitors of human Pin1; Pin1 FP peptide displacement, HiFluor488, 10 min; actives 0.009% (n = 390,000); Potency, µM (doses to about 115 µM), inactives show at the highest dose activity, negative = inhibition, usual class: inhibitors; AID 504891; active = well fitted inhibition curve with a large enough effect in the polarisation, with a control signal flat, not every such curve was filed as active; inconclusive = small, poorly fitted or top-dose-only effect, or effect the other way, or a change in a side signal; inactive = no such curve, though single readings can be large or run the other way; the % refers to the polarisation; note: potency is the fitted concentration of half-maximal effect; % is set by controls: 0 for no effect and ±100 for the full control effect
# PI4K2A block = PI4K2A (human) kinase inhibition. Q9BTU6. purified PI4K2A, ADP-Glo luminescence, 1 h; hits give low values. activity change, negative = inhibition, % at 76.9 µM. actives 0.13% (n = 420,000). AID 1346378; in the data active = activity change below about -50%; inconclusive = mostly about -30% to -49%;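 note: -100% = wells without enzyme as full effect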
#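 Compounds are screened against recombinant PI4K2A using PI as substrate and ATP, the latter dispensed at 300 microM. Reactions run one hour at ambient temperature before ADP-Glo detection; full inhibition defined by wells lacking enzyme.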
# Tb PGK inh = inhibitors of T. brucei phosphoglycerate kinase. PGK/GAPDH coupled, Kinase-Glo luminescence, 60 min. Potency, µM (top dose mostly 57.5 µM), without a hit: at the highest dose activity change, negative = inhibition, actives largely listed as inhibitors. P07378. actives 0.043% (n = 380,000); note: potency is the fitted concentration of half-maximal effect; % is set by controls: 0 for no effect and ±100 for the full control effect; nearly all actives have a fitted effect of over 60% in size
#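 Recombinant glycosomal PGK reaction used 1,3-bisphosphoglycerate generated in-well by GAPDH (100nM final) in 100mM TEA pH 7.6, 5mM MgCl2, 0.01% Tween-20. After 60 minutes at room temperature, ATP was read by Kinase-Glo Plus luminescence end-point.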
# Pol eta inh = DNA polymerase eta (human) inhibition. Q9Y253. recombinant Pol eta, fluorescent DNA replication assay. Potency, µM (series often up to 114 µM), for the others: at the highest dose activity change, negative = inhibition, actives largely listed as inhibitors. actives 1.2% (n = 390,000); note: potency is the fitted concentration of half-maximal effect; % is set by controls: 0 for no effect and ±100 for the full control effect
#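 Pol eta at 10 nM preincubated with compounds 15 min at room temperature; reaction started with fluorescent substrate (50 nM final) and read kinetically at 0 and 10 min.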
# HP1b binding inh = blocks HP1-beta chromodomain binding to methylated histone tails. AlphaScreen HP1-beta / biotin-H3K9me3 peptide binding. Potency, µM (top dose mostly 114 µM), for the others: at the top dose activity change, negative = inhibition, hits mostly inhibitors. actives 0.56% (n = 390,000). AID 540317; note: potency is the fitted concentration of half-maximal effect; nearly all actives have a fitted effect of over 70% in size; inactives centre near 23
#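 Compound inhibition of the preformed complex between 50 nM HP1-beta and 50 nM biotinylated H3K9me3 peptide was read by AlphaScreen. Buffer was PBS pH 7.4 with 0.01% Tween-20. Incubations ran 30 min at room temperature, with 10 ug/mL donor/acceptor beads.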
# JMJD2A Tudor inh = JMJD2A Tudor domain (human) inhibition; AlphaScreen JMJD2A-Tudor / H3K4me3 peptide binding; Potency, µM (doses to about 114 µM), for the others: top-dose activity change, negative = inhibition, hits mostly inhibitors; actives 4.4% (n = 390,000); AID 504339; note: potency is the fitted concentration of half-maximal effect; % is set by controls: 0 for no effect and ±100 for the full control effect; nearly all actives have a fitted effect of over 50% in size
# Starred values were filed as active, the others as inactive; i = inactive; ? = inconclusive; . = no result given; & = joins results of further samples; [ ] = dose if it differs, or a comment. Unless noted, calls come from the whole dose curve; as a rule, active = well fitted curve in the direction sought with a large enough effect; inconclusive = small, poorly fitted or top-dose-only effect, or another doubt; inactive = no such curve, though single readings can be large; an effect the other way counts as inactive or inconclusive.
SMILES,GLS inh,G9a inh,BAZ2B inh,Pin1 inhibitor,PI4K2A block,Tb PGK inh,Pol eta inh,HP1b binding inh,JMJD2A Tudor inh
Cc1ccc(-c2nnc(CSc3nnc(COc4ccccc4)n3-c3ccccc3)o2)cc1,5%,-3%,10%,-4%,4,-3%,-17%,12%,-29%
Cc1ccc(NC(=O)Cc2nc(COC(=O)c3c(F)cccc3Cl)cs2)cc1,1%,.,.,1%,2,i,-19%,26%[57 µM],-7%
O=C(Nc1ccc(F)cc1F)c1ccc2c(=O)n3c(nc2c1)CCCCC3,0%,-21%[59 µM],-1%,0%,-3,-9%,7%,20%,-4%
Cc1cc(C)cc(NC(=O)Cn2c(=O)n(CCC(C)C)c(=O)c3cccnc32)c1,-12%,-3%[59 µM],0%,0%,0,-2%,-14%,35%,7%
O=C(COC(=O)c1cccnc1)Nc1ccc2c(c1)OCO2,2%,6%,-19%,-1%,1,8%,-4%,54%[activator],-10%
Cn1c(N)c(-c2ccccc2)c2ccc([N+](=O)[O-])cc2c1=O,-11%,35µM*,?,?,4,4%,-7%,?,?
CCCCOC(=O)c1ccc(N/C(=N\S(=O)(=O)c2ccccc2)c2ccccc2)cc1,4%,-18%[59 µM],-7%,0%,-1,i,-24%,-4%,?
Cc1ccc(S(=O)(=O)N2CCOCC2)cc1NC(=O)CSc1ccccn1,-15%,?,-19%,-16%,2,-6%,-16%,11%,-12%
CCC(C)[C@@H](C(=O)NCC1CCC(C(=O)O)CC1)n1nnc2ccccc2c1=O (stereo not given in full),-1%,?,-2%,14%,2,-7%,-6%,18%,-1%
COc1cccc(OC)c1C(=O)Nc1ccc(S(=O)(=O)Nc2cc(C)nc(C)n2)cc1,7%,?,20%,1%,-6,14%,-1%,56%[activator],-9%
COc1ccccc1-c1cc(C(=O)Nc2cc(C)on2)no1,-9%,2%,4%,-4%,-85*,0%,-3%,31%,-6%
COc1cc(CNCc2cccc3ccccc23)cc(OC)c1,-9%,50µM*,50µM*,-3%,4,i,?,11%,25µM*
CCN1CCN(c2ncnc3c2cnn3-c2ccc(C)c(Cl)c2)CC1,10%,-9%[59 µM],-1%,4%,4,9%,0%,41%[activator],-13%
CCSc1ccccc1C(=O)Nc1nc2ccccc2c(=O)[nH]1,-10%,.,-15%,-4%,2,-4%,-2%,34%,-10%
COc1ccccc1/C=C1\SC(=S)N(Nc2nc(C)cc(C)n2)C1=O,-5%,?,2%,?,5,3%,-6%,27%,-26%
COc1cc([N+](=O)[O-])ccc1NC(=O)N1CCN(c2cc(-c3noc(C)n3)ccc2C)CC1,3%,10%[59 µM],6%,9%,-1,0%,-7%,29%[57 µM],2%
CCCCn1c(N)c(N(Cc2ccccc2OC)C(=O)C(C)Oc2ccc(Br)cc2)c(=O)[nH]c1=O (stereo not given),5%,.,.,-2%,-2,i,-4%,17%,-8%
Cc1c(N2C(=O)c3ccccc3C2=O)c(=O)n(-c2ccccc2)n1C,-1%,-7%,15%,3%,-8,-1%,0%,3%,-7%
OCCNc1nc2ccccc2[nH]1,51%[activator],7%[12.7 µM],5%,0%,-4,-10%,-2%,22%,3%
CC(C)OC(=O)CSc1nnc(CNc2cccc(Cl)c2)n1C,21%,21%[59 µM],-5%,2%,-3,i,-13%,72%[activator],-9%
C[C@@H]1CN([C@@H](C)CO)C(=O)CCCn2nncc2CO[C@H]1CN(C)Cc1cccc(O)c1,20%,.,.,.,0,5%,-3%,.,.
Cc1ccc(NC(=O)CCNC(=O)c2ccccc2Cl)nc1,-5%,15%,-24%,-3%,5,i,-7%,18%,2%
C=CCN=C1CC(C)(C)C(C(=O)OC)C(O)=C1C(=O)CCC (stereo not given),3%,4%,-11%,-3%,0,6%,-5%,5%,0%
CC(=O)/C(=C\N(C)C)Sc1ccc(C)cc1,13%,?,3%,6%,-6,4%,-13%,35%,5%
CCCCC(CCCCl)C(=O)Nc1ccccc1 (stereo not given),0%,.,0%,4%,-1,-9%,-8%,39%,5%

# An excerpt from above in order of molecular weight, highest first:
SMILES,GLS inh,G9a inh,BAZ2B inh,Pin1 inhibitor,PI4K2A block,Tb PGK inh,Pol eta inh,HP1b binding inh,JMJD2A Tudor inh
Cc1ccc(NC(=O)Cc2nc(COC(=O)c3c(F)cccc3Cl)cs2)cc1,1%,.,.,1%,2,i,-19%,26%[57 µM],-7%
CCC(C)[C@@H](C(=O)NCC1CCC(C(=O)O)CC1)n1nnc2ccccc2c1=O (stereo not given in full),-1%,?,-2%,14%,2,-7%,-6%,18%,-1%
Cc1c(N2C(=O)c3ccccc3C2=O)c(=O)n(-c2ccccc2)n1C,-1%,-7%,15%,3%,-8,-1%,0%,3%,-7%

# Remaining list, next part.
SMILES,GLS inh,G9a inh,BAZ2B inh,Pin1 inhibitor,PI4K2A block,Tb PGK inh,Pol eta inh,HP1b binding inh,JMJD2A Tudor inh
CC(C)N(CCn1c(SCC(=O)N2CC(=O)Nc3ccccc32)nc2ccccc2c1=O)C(C)C,0%,-48%,-24%,7%,-1,-11%,-16%,20%,-4%
CCN1C(=O)[C@H]2[C@@H](c3ccc(C)cc3)N3C(=O)N(c4ccc(C(F)(F)F)cc4)C(=O)[C@@]3(CC)[C@H]2C1=O,0%,.,-9%,-4%,1,-4%,-15%,40%[activator],-3%
CCN1C[C@@H]2[C@@H]3C(=O)N(Cc4ccccc4)C(=O)[C@@H]3[C@](C)(C1=O)N2C(=O)c1ccc(F)cc1,-1%,.,.,-12%,0,-7%,-14%,24%,-19%
O=C(Nc1cccc(Cl)c1Cl)c1cc(S(=O)(=O)NCCc2ccccc2)ccc1F,-3%&-1%,1%[59 µM],7%&12%,15%&5%,-3&0,-9%,-17%&-10%,30%&28%,2%&-14%
Cc1cc(C)cc(NC(=S)N(C)C)c1,2%,.,4%,16%,3,0%,-20%,26%,-1%
N#Cc1ccc(-c2csc(NNC(=O)c3ccccc3)n2)cc1,18%,.,1%,4%,4,-2%,-12%,17%,-31%
CC(=O)c1ccc(N2CCN(C(=O)C(=O)c3cn(CC(=O)N4CCCCCC4)c4ccccc34)CC2)cc1,0%,.,-21%,?,-2,i,-7%,-2%,-26%
O=C(CN1CCCC1c1cccs1)Nc1cccc(S(=O)(=O)N2CCCC2)c1 (stereo not given),-2%,15%[12.7 µM],1%,?,0,-1%,-6%,26%,-19%
COc1ccc(NC(=O)COc2ccc(C(=O)NCc3cccnc3)cc2OC)cc1,-4%,4%[12.7 µM],-3%,1%,-2,-5%,-16%,23%,-20%
Cc1ccc(NC(=O)C2CCN(C(=O)NC3CCCCC3)CC2)cc1Cl,-11%,14%[59 µM],22%,-5%,0,0%,11%,71%[activator],-20%
CCCC(=O)NC(c1ccccc1)c1ccc2cccnc2c1O (stereo not given),17%,7%,25µM*,-4%,1,i,-13%,51%[activator],45µM*
CCN(Cc1ccccc1)C(=O)c1cc2cc(OC)c(OC)cc2[nH]1,10%,-8%,-4%,5%,-2,-8%,-14%,12%,-8%
COCCNC(=O)/C(=C/c1ccccc1Cl)c1ccccc1,7%,26%[59 µM],11%,2%,-7,0%,-16%,32%,-2%

# Grouped by structure: the entries above containing an aryl methoxy group.
SMILES,GLS inh,G9a inh,BAZ2B inh,Pin1 inhibitor,PI4K2A block,Tb PGK inh,Pol eta inh,HP1b binding inh,JMJD2A Tudor inh
COc1cccc(OC)c1C(=O)Nc1ccc(S(=O)(=O)Nc2cc(C)nc(C)n2)cc1,7%,?,20%,1%,-6,14%,-1%,56%[activator],-9%
COc1ccccc1-c1cc(C(=O)Nc2cc(C)on2)no1,-9%,2%,4%,-4%,-85*,0%,-3%,31%,-6%
COc1cc(CNCc2cccc3ccccc23)cc(OC)c1,-9%,50µM*,50µM*,-3%,4,i,?,11%,25µM*
COc1ccccc1/C=C1\SC(=S)N(Nc2nc(C)cc(C)n2)C1=O,-5%,?,2%,?,5,3%,-6%,27%,-26%
COc1cc([N+](=O)[O-])ccc1NC(=O)N1CCN(c2cc(-c3noc(C)n3)ccc2C)CC1,3%,10%[59 µM],6%,9%,-1,0%,-7%,29%[57 µM],2%
CCCCn1c(N)c(N(Cc2ccccc2OC)C(=O)C(C)Oc2ccc(Br)cc2)c(=O)[nH]c1=O (stereo not given),5%,.,.,-2%,-2,i,-4%,17%,-8%
COc1ccc(NC(=O)COc2ccc(C(=O)NCc3cccnc3)cc2OC)cc1,-4%,4%[12.7 µM],-3%,1%,-2,-5%,-16%,23%,-20%
CCN(Cc1ccccc1)C(=O)c1cc2cc(OC)c(OC)cc2[nH]1,10%,-8%,-4%,5%,-2,-8%,-14%,12%,-8%

# Some of the compounds tested, so the mix of outcomes need not match the whole.
